C-LANA FP: KSHV C-LANA DNA binding inhibition | inhibition, % at 9 µM | MBP-C-LANA/FAM-LBS DNA binding, fluorescence polarization | AID 504423 | 340,000 compounds, 0.078% hits;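 active = highest replicate inhibition at or above 60% at 9 µM, even if other replicates fall short; inactive = all replicates below 60% inhibition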;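 note: 0% = neutral control wells and 100% = 4 µM acridine orange control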
cardiac RTF act: cardiac RTF calcium sensitization; IANBD-labeled TnC RTF fluorescence at EC20 calcium; 0% EC20 calcium, 100% full calcium; P19429+P45379; AID 493008; 340,000 compounds, 0.24% hits; activation, % at 7.2 µM;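 active = activation above the mean over all tested compounds plus 3 SD, cut at about 30% in these data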;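 note: rise in fluorescence read as greater calcium sensitivity of cardiac thin filaments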
RTF Ca sens inh: cardiac RTF calcium desensitization. P19429+P45379. IANBD-labeled cardiac RTF, Ca2+ fluorescence. inhibition, % at 7.15 µM. 340,000 compounds, 0.12% hits. AID 493244;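 active = inhibition above the mean inhibition of all tested compounds plus 3 SD, cut at about 17% in these data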;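 note: assay run at fixed EC70 calcium of 1.6 mM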
Rtt109 HAT inh: blocks Candida albicans Rtt109/Vps75 acetyltransferase activity; purified Rtt109/Vps75, ThioGlo CoA-SH fluorescence, 4 h; inhibition, % at 34.9 µM; 330,000 compounds, 0.16% hits;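 active = inhibition of at least 50% in every replicate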
Target sequence (Q5AAJ8 whole entry, looked up): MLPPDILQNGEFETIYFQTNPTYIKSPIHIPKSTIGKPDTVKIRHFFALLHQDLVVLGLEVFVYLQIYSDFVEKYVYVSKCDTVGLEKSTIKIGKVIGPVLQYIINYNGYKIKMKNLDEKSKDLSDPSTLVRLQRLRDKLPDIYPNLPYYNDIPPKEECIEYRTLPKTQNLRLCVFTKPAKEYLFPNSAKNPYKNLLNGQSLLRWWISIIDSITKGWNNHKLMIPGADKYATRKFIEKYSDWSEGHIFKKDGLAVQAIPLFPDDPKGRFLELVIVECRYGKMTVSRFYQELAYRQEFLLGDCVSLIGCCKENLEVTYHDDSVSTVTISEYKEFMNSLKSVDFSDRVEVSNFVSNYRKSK
PKA-R2B act: activators of human PKA-R2B complex. PKA-R2B holoenzyme dissociation, Cy5-IP20 fluorescence polarization; R2B truncated from residue 108, S112A mutant; 0% DMSO only, 100% 113 µM cGMP. activation, % at 11.4 µM. 340,000 compounds, 0.079% hits;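 active = activation above a cutoff set at the mean over all compounds plus 3 SD, cut at about 18% in these data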;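 note: higher means more holoenzyme dissociation and a rise in polarization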
CAL PDZ FP-1: human CAL PDZ-peptide interaction inhibition. Q9HD26. purified CAL PDZ, TMR-peptide fluorescence polarization, 1 h. inhibition, % at 20 µM. 330,000 compounds, 0.02% hits. AID 504414;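 active = highest replicate inhibition of at least 40%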;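 note: plate controls were DMSO neutral control wells for no effect and unlabeled competitor peptide control wells for full effect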
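Material: tagged CAL PDZ domain; buffer or medium: 25 mM sodium phosphate pH 7.4, 150 mM NaCl, TCEP, IgG, Thesit; compound dosing: single point, 20 µM; schedule: 1 h incubation at room temperature before polarization reading; measured by: FP readout, S and P plane fluorescence; read-out basis: percent inhibition from loss of millipolarization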
Keap1-Nrf2 PPI: inhibitors of human Keap1-Nrf2 protein-protein interaction. Q14145. 340,000 compounds, 0.15% hits. inhibition, % at 9.4 µM. Keap1 Kelch-Nrf2 peptide fluorescence polarization, 1536-well; in the data active = inhibition above about 12%;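 note: human Keap1 Kelch domain with fluorescein labeled Nrf2 9mer peptide probe; 0% = neutral control wells and 100% = peptide positive control; higher means more block of Keap1 binding to Nrf2 peptide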
SR-BI uptake up: activators of SR-BI mediated HDL lipid uptake | 320,000 compounds, 0.096% hits | CHO ldlA[mSR-BI] cells, DiI-HDL uptake fluorescence, 3 h; 100 = double the neutral-control signal | AID 504775 | activation, % at 12.5 µM;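 active = mean replicate activation of at least 60% and every replicate at or above 60%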;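 note: 0% = median plate neutral-control signal and 100% = twice that signal; values of inactives mirror those of a sister screen read the other way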
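Assay system: CHO ldlA[mSR-BI] cells, LDL receptor-null, SR-BI overexpressing; medium: Ham's F12 with 0.5% BSA, HEPES 25 mM, pH 7.4; also added: DiI-HDL 10 µg/mL; timing: 3 h uptake period with compound, 37 °C; signal: DiI fluorescence, bottom read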
DAGLB inhibitor: diacylglycerol lipase beta (human) inhibition; Q8NCG7; HEK293T DAGLB membrane lysate, EnzChek fluorogenic substrate; inhibition, % at 5.17 µM; 340,000 compounds, 0.059% hits; in the data active = inhibition above about 34%;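 note: 0% = enzyme with vehicle and 100% = wells lacking enzyme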
Target sequence (Q8NCG7 whole entry, looked up): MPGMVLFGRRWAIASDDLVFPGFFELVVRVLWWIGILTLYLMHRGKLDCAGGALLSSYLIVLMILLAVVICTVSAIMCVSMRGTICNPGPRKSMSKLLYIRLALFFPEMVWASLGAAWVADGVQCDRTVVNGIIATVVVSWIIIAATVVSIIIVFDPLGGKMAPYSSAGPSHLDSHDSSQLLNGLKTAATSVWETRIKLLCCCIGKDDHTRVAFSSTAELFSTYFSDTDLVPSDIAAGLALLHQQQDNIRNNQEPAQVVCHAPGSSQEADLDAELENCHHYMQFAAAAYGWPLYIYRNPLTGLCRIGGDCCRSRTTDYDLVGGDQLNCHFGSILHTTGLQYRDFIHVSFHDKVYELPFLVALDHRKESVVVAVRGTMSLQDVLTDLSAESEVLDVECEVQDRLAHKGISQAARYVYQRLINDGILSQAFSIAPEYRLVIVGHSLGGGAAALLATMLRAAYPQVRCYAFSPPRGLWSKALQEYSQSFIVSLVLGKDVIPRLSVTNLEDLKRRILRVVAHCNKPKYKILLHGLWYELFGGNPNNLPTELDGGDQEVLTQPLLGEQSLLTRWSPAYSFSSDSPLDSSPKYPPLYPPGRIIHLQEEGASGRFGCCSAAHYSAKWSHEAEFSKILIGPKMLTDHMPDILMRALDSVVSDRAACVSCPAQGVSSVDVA
CAL PDZ FP-2: inhibitors of human CAL PDZ peptide binding; Q9HD26; inhibition, % at 24.9 µM; AID 602252; 300,000 compounds, 0.92% hits; purified CAL PDZ, TMR-peptide fluorescence polarization, 1 h;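 active = mean inhibition of at least 30% with at least half of replicates also reaching 30%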;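 note: 0% = DMSO neutral control and 100% = excess unlabeled competitor peptide PRC23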
* marks the source's active call; other numbers are inactive results; x = not tested or not shown.

The first two records as a preview:
cpd	Compound	C-LANA FP	cardiac RTF act	RTF Ca sens inh	Rtt109 HAT inh	PKA-R2B act	CAL PDZ FP-1	Keap1-Nrf2 PPI	SR-BI uptake up	DAGLB inhibitor	CAL PDZ FP-2
1	Cc1ccc(Cl)cc1NC(=S)N(Cc1cccnc1)Cc1ccccc1Cl	1.4	2	-2	11	4	-1.3	4	13	-2	-6
2	NCCCCCC(=O)Nc1ccncc1	1.5	11	-3	2	1	0.9	-6	-6	1	0

Results, from the start:
cpd	Compound	C-LANA FP	cardiac RTF act	RTF Ca sens inh	Rtt109 HAT inh	PKA-R2B act	CAL PDZ FP-1	Keap1-Nrf2 PPI	SR-BI uptake up	DAGLB inhibitor	CAL PDZ FP-2
1	Cc1ccc(Cl)cc1NC(=S)N(Cc1cccnc1)Cc1ccccc1Cl	1.4	2	-2	11	4	-1.3	4	13	-2	-6
2	NCCCCCC(=O)Nc1ccncc1	1.5	11	-3	2	1	0.9	-6	-6	1	0
3	CCOc1ccc(NS(=O)(=O)c2ccc(OC)c(NC(=O)c3ccc4c(c3)OCCO4)c2)cc1	-0.3	-3	-31	3	-9	-0.5	0	-48	1	14
4	COc1cc(/C=C/CO)cc(OC)c1OC/C=C(\C)CCC=C(C)C	0.4	4	8	17	-6	0.3	-5	-44	-5	2
5	COCC1CCN(C(=O)c2cc(COc3ccccc3SC)on2)C1 (stereo not drawn)	0.4	-6	-7	24	1	-0.1	-4	-12	-1	-5
6	O=C(CN1C(=O)NC2(CCc3ccccc32)C1=O)c1ccc(Br)s1 (stereo not drawn)	-4.1	-1	8	4	-6	0.1	6	1	-1	-2
7	CCNc1ccc(S(=O)(=O)N(C)C)cc1NCC(=O)Nc1ccccc1Cl	0.9	-3	-10	6	-11	0.5	2	3	0	-2
8	COCC(=O)Nc1ncc(S(=O)(=O)c2ccc([N+](=O)[O-])cc2)s1	0.9	1	-13	2	-6	0.5	4	18	2	-4
9	COCCCNC(=O)C12CCC(C)(C(=O)C1)C2(C)C (stereo not drawn)	-2.9	-5	-6	-4	-5	-2.3	-3	1	0	-2
10	CN(C)/N=C/c1ccc(OS(=O)(=O)c2ccccc2)cc1	-0.7	-5	-4	-2	-2	-0.1	-1	10	0	-3
11	CCOc1cc(-c2nc(-c3ccccc3)c(-c3cc([N+](=O)[O-])ccc3C)[nH]2)ccc1O	1.3	1	0	-2	-5	-0.8	-5	-32	2	1
12	CCOC(=O)C1(CCc2ccccc2)CCN(C(=O)C2CCCO2)CC1 (stereo not drawn)	-0.7	7	-8	4	1	0.4	0	-53	-2	3
13	O=C(Nc1ccc(S(=O)(=O)N2CCOCC2)cc1)c1cccs1	-0.6	3	-12	-2	-4	-2.8	-1	16	-3	-2
14	CC1=C(C(=O)OCc2ccccc2)C(c2ccccc2Cl)NC(=O)N1CCCC(=O)O (stereo not drawn)	0.7	11	-10	2	-11	-0.6	0	11	0	-2
15	COc1cc2c(cc1OC)CN(C(=O)C1CCC(=O)N(CCCN3CCOCC3)C1)CC2 (stereo not drawn)	-0.4	-4	-4	-4	9	-1.1	4	21	-1	-8
16	O=C(c1sc2cccc(F)c2c1Cl)N1CCN(c2ncccn2)CC1	-0.2	-3	-3	-10	10	-1.2	-1	14	-8	3
17	O=C(O)c1cccc(O)c1O	3.7	-1	1	-19	5	-0.3	-2	-6	2	-5
18	Cc1ccc(S(=O)(=O)N(C)C)cc1NC(=O)CSc1nnnn1-c1ccc(O)cc1	-1.7	0	-3	0	13	0.3	7	-12	-2	-2
19	CCn1c(SCC(=O)NC(C)(C)C)nnc1-c1ccncc1	-0.6	-4	-3	-21	-12	0.1	-4	1	1	x
20	Cc1noc(C)c1S(=O)(=O)N(CC(=O)NC(C)c1ccccc1)c1ccc(C(C)C)cc1 (stereo not drawn)	1.1	9	-10	-12	-5	-2.3	-4	15	-5	1
21	Nc1ccccc1-c1nc2ccccc2[nH]1	1.3	-2	-3	-18	-6	-1.2	-1	-3	-5	0
22	O=C(Nc1ccccc1Cl)N1CCCN(c2nc(-c3ccccc3)ns2)CC1	1.0	1	-5	-4	5	-2.6	-5	-10	-6	-3
23	CCN1C(=O)N[C@@H](c2cccc(C(F)(F)F)c2)[C@@H](C(=O)OC)[C@H]1C	-1.2	0	-11	-14	-12	0.2	-4	32	2	-2
24	CC1CN(S(=O)(=O)c2ccc(CN3C(=O)c4cccnc4C3=O)s2)c2ccccc2O1 (stereo not drawn)	0.8	-3	-6	7	-1	0.0	1	3	1	52*
25	Cc1ccc(NCc2nc3ccccc3n2CCOc2ccccc2)cc1	0.0	2	8	1	-6	-0.9	-2	3	-3	17
26	CNc1nnc(-c2cc3cc(Cl)ccc3oc2=O)s1	1.1	-1	-2	-8	6	-1.8	-2	5	-1	-3
27	COc1cc(CO)c(Br)cc1OCC(N)=O	1.6	0	-2	-4	-4	-2.1	-3	14	1	-3
28	CC1CN(C(=O)c2ccc(COc3ccccc3Cl)o2)CC(C)O1 (stereo not drawn)	1.8	-2	5	5	-1	-1.6	3	x	-3	2
29	O=C1CCN(S(=O)(=O)c2ccc(Cl)cc2)N1	-1.9	0	-9	1	-11	0.5	-3	31	-2	-1
30	O=C(COC(=O)c1ccc(F)c(S(=O)(=O)N2CCOCC2)c1)NCc1ccco1	-1.6	1	0	1	-2	-1.5	-4	14	0	-4
31	N#Cc1c(N)n(Cc2ccccc2)c(=O)c2cc([N+](=O)[O-])ccc12	1.4	1	3	-6	-1	0.0	-2	-9	1	-4
32	CCOc1ccc(NC2CCN(C(C)=O)CC2)cc1	-0.9	8	-9	-1	4	0.5	-6	-7	0	-1
33	CCOc1ccc(NC(=O)c2cnsn2)cc1	0.7	1	-1	3	-6	x	-3	-8	2	5
34	CC1=C(C#N)C(=O)NC(=O)/C1=C\c1ccc(-c2cc(C)c(C)cc2[N+](=O)[O-])o1	19	1	-6	7	-11	x	-1	-18	9	-1
35	COc1cc(Br)c(C(C)NC(=O)c2ccccc2)cc1OC (stereo not drawn)	-0.1	-6	-1	1	13	-0.4	-4	20	-2	-3
36	CC(=O)c1cccc(N=Cc2c(O)ccc3ccccc23)c1	7.8	0	-8	1	-5	0.8	0	-8	1	10
37	CCN(CC(=O)Nc1ccc2c(c1)OCCO2)C(=O)/C=C/c1cccc(C(F)(F)F)c1	-1.2	-2	3	-1	6	0.1	4	9	-4	x
38	COCCNC(=O)CN1C(=O)NC2(CCCc3cc(OC)ccc32)C1=O (stereo not drawn)	2.5	0	1	3	0	-0.9	2	6	1	1
39	O=C(NCCC(=O)N1CCN(S(=O)(=O)c2ccc(Cl)cc2)CC1)Nc1ccccc1	0.4	1	-8	2	9	-2.2	-5	-9	0	-3
40	Cc1ccccc1CN(C)C(=O)[C@H](Cc1ccccc1)NC(=O)c1ccco1	-0.8	-3	-3	5	-3	-0.8	1	19	-1	x
41	CCN(C(=O)COC(=O)c1cc(-c2cccc3ccccc23)nc2ccccc12)C1CCS(=O)(=O)C1 (stereo not drawn)	-0.1	6	6	10	0	-3.2	-1	-36	-3	2
42	CCc1ccc(CNC(=O)C2CCC(=O)N2C2CCCCC2)cc1 (stereo not drawn)	1.4	0	-15	-3	0	-0.1	2	17	-1	3
43	CCn1c(Cc2ccccc2)nnc1SCC(=O)NC1CCCC1	-1.1	3	-4	-1	-1	-1.8	-3	3	3	-5
44	COCCn1c(SCC(=O)NN2C(=O)NC(C)(c3ccccc3)C2=O)nnc1-c1ccncc1 (stereo not drawn)	0.2	-5	-9	7	2	-1.4	-3	34	-4	-2
45	CN(CCOCCOc1ccc(Cl)cc1Br)Cc1ccccc1	-0.9	-4	-6	0	4	-0.2	-3	-6	-7	-5
46	COc1ccc(-c2n[nH]c(C)c2-c2ccccc2OC)c(O)c1	2.4	-2	-4	1	1	-4.7	-3	-19	2	-4
47	Cc1cc(-n2c(C)cc(C(=O)CN3C(=O)NC4(CCCCCC4)C3=O)c2C)no1	0.0	0	6	12	-1	-2.4	-4	-4	0	-1
48	CSc1ccc(CCNC(=O)CCc2nnc3ccc(N4CCOCC4)nn23)cc1	0.6	0	0	6	-4	-0.7	-4	8	-2	-2
49	CN(C)S(=O)(=O)N1CCN(C(=O)N2CCCCCC2)CC1	1.0	-6	-12	-2	-7	0.9	5	10	1	0
50	c1coc(CNCc2cccs2)c1	-4.9	6	1	-11	9	-0.3	3	14	-2	-4
51	Cc1cc(OCC(=O)Nc2cnn(CCCC(=O)O)c2)ccc1Cl	-0.1	0	-2	0	-1	-2.7	-4	-1	2	-2
52	C=CCN(CC=C)C(=O)c1ccc(OC2CCN(S(=O)(=O)N(C)C)CC2)cc1	0.3	-1	4	-6	-7	-0.1	-2	-4	-4	-5
53	CCn1c2ccccc2c2cnc(N=CN(C)C)c(C#N)c21	-1.1	-3	-9	-6	2	0.8	0	-39	-2	2
54	O=[N+]([O-])c1c(Nc2ccccc2O)cc(Cl)c2nonc12	-0.6	1	-4	-7	-2	1.0	4	-25	16	x
55	Cc1nn(CC(=O)N/N=C/c2ccc(F)cc2)c(C)c1[N+](=O)[O-]	3.7	-2	-8	6	10	-0.4	4	3	1	-6
56	CN1CCN(C(=O)C2=C[C@@H](c3ccc4c(c3)OCO4)C[C@@H](OCc3ccc(CO)cc3)O2)CC1	-0.9	5	-6	0	2	-1.9	-5	12	-2	-1

More records.
cpd	Compound	C-LANA FP	cardiac RTF act	RTF Ca sens inh	Rtt109 HAT inh	PKA-R2B act	CAL PDZ FP-1	Keap1-Nrf2 PPI	SR-BI uptake up	DAGLB inhibitor	CAL PDZ FP-2
57	Nc1nnc(SCCOc2ccccc2)s1	-0.1	2	-6	-1	8	-1.6	1	6	-3	x
58	CC(=O)C1=C(O)C(=O)N(Cc2ccco2)C1c1ccccc1 (stereo not drawn)	1.0	1	-4	-2	-5	-2.7	0	13	2	0
59	O=C(CNC(=O)c1ccccc1Br)NCC(c1ccco1)N1CCCCC1 (stereo not drawn)	1.5	-6	2	14	6	-1.5	1	-47	0	1
60	CC(C)(C)NC(=O)C(=O)NNC(=O)c1cccc([N+](=O)[O-])c1	0.5	2	-8	4	-8	-2.4	-2	9	0	-3
61	Cc1cccc(NC(=O)CCC(=O)Nc2nnc(C3CCCCC3)s2)c1	-2.0	2	-3	14	-3	-2.7	-5	-4	1	-2
62	COc1ccccc1C(=O)Nc1ccnn1C1CCN(C2CCSCC2)CC1	4.5	5	-5	-7	5	-1.7	-2	21	2	-2
63	CCOc1cc(CNc2ccc3cn[nH]c3c2)ccc1OC	0.3	-17	-3	10	-8	-1.5	-2	21	2	-3
64	CCCN(CCC)C(=O)Nc1cc(Cl)ccc1OC	-1.1	1	-10	-7	-1	-0.2	1	x	-4	0

High-throughput results as filed in PubChem.
